RSV antiviral HEp-2 – RSV antiviral activity via CPE protection, HEp-2 cells, primary 10 µM value included (AID 2391); HEp-2 cells, RSV-induced CPE inhibition; higher % means a stronger effect; CPE inhibition, % at 10 µM; hits with a dose series show IC50 in µM; 310,000 compounds, 0.13% hits; in the data active = a potency from the dose series; inconclusive = CPE inhibition mostly from about 23% at the one dose, without a potency; inactive = the rest, 99 in 100 with CPE inhibition below about 21%; note: strong numbers were not always called active
West Nile virus CPE – inhibition of WNV-induced cytopathic effect – cell-based, CPE readout (AID 1621) | CPE inhibition, % at 10 µM, or IC50 in µM where a hit was titrated | West Nile virus-infected cells, CPE inhibition; higher % means a stronger effect | 290,000 compounds, 0.02% hits; in the data active = a potency from the dose series; inconclusive = CPE inhibition mostly from about 3.7% at the one dose, without a potency; inactive = the rest, 99 in 100 with CPE inhibition below about 2.2%; note: strong numbers were not always called active
Large T inhibition – TAg ATPase/helicase activity blockers – biochemical (AID 1903). SV40 large T antigen ATPase/helicase inhibition assay; higher % means a stronger effect. inhibition, % at 20 µM, or IC50 in µM where a hit was titrated. 310,000 compounds, 0.39% hits; in the data active = a potency from the dose series; inconclusive = inhibition mostly from about 32% at the one dose, without a potency; inactive = the rest, 99 in 100 with inhibition below about 32%; note: strong numbers were not always called active
T cell HTS – modulates CD8 T cell binding to vesicles; 2C CD8+ T cell-vesicle binding, flow cytometry; stronger effect = lower value; calls only at 7 µM; 330,000 compounds, 0.068% hits; AID 2052;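 active = response, share of CD8 T cells binding vesicles, and their 90th percentile fluorescence all below set limits, cut at about 80% in these data, passing the limit was not always enough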
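material = purified 2C TCR transgenic mouse naive CD8+ T cells | controls = Unloaded micro-vesicles (low), QL9 vesicles with 0.7% DMSO (high) | detection = cytometric PE anti-B7-1 and Alexa647 anti-CD8 signals after 1% paraformaldehyde fixation | incubation = binding step 1.5 h, 37 °C, antibody labelling 20 min, ice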
PhoP inhibition – inhibitors of PhoP regulon expression, primary screen, Salmonella Typhimurium, GFP reporter (AID 1863) | inhibition, % at 50 µM; hits with a dose series show IC50 in µM | 300,000 compounds, 0.16% hits | S. Typhimurium PhoP-regulated promoter GFP reporter, 4 h; higher % means a stronger effect;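 active = inhibition over 29.93%, a cutoff 3 SD above the screen mean, later confirmed by dose response; inconclusive = inhibition over 29.93% but no dose response follow-up; inactive = inhibition at most 29.93% or unconfirmed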;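 note: 0% = low Mg2+ inducing control and 100% = high Mg2+ repressing control; strong numbers were not always called active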
bCat nuc transl – alters nuclear translocation of beta-catenin in HeLa cells; immunofluorescence imaging; nuclear translocation activity, % at 5 µM; 190,000 compounds, 0.3% hits; AID 1665;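 active = nuclear translocation activity above 50% at 5 µM, with a well cell count of 50 or more; inconclusive = wells under 50 cells across six images, flagged as toxic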;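 note: per-cell ratio of nuclear to cytoplasmic median beta-catenin stain intensity; plate controls were DMSO negative control for no effect and GSK-3 inhibitor IX positive control for full effect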
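Signal – beta-catenin immunofluorescence imaging with DAPI · Test system – human HeLa cell line · Dosing – 5 µM primary single dose, 0.1% DMSO, 0.02–20 µM confirmation series · Measure – % activation, nuclear-to-cytoplasmic median beta-catenin signal ratio per cell · Incubation – 24 h compound exposure at 37°C, 5% CO2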
MgcRacGAP inhibition – MgcRacGAP GTPase-activating activity inhibitors, confirmation, biochemical, ADP Hunter fluorescence | MgcRacGAP-stimulated Rac1 GTP hydrolysis, ADP Hunter fluorescence; higher % means a stronger effect; GST-tagged Rac1 F28L mutant substrate | inhibition, % at 30 µM; hits with a dose series show IC50 in µM | 340,000 compounds, 0.6% hits | AID 624330;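 active = first-screen hits whose inhibition reached a set limit at any dose in the follow-up dose series; inconclusive = inhibition above the set first-screen limit but never retested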;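 note: fluorescence reports GDP produced by GAP-driven GTP hydrolysis; strong numbers were not always called active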
Myeloid diff 2 – promotes myeloid progenitor differentiation | AID 624256 | 360,000 compounds, 1% hits | ER-HoxA9 myeloid progenitors, lysozyme-GFP differentiation, flow cytometry | calls only at 10 µM;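 active = normalized GFP-positive differentiation at or above the plate's own cutoff, the solvent-only control mean plus 3 SD; inconclusive = no clear call, values can overlap the other calls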;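 note: cells exposed to compound for four days before flow analysis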
WT yeast gro inh – growth inhibition of WT yeast, mitochondrial fusion screen; mitochondrial fusion phenotypic screen, WT strain; inhibition, % at 10 µM; 190,000 compounds, 2.1% hits; in the data active = inhibition above about 58%; tested in S. cerevisiae
WT yeast gro inh mutant strain – second read-out of WT yeast gro inh, no call of its own (marks repeat the call); inhibition, %; mitochondrial fusion phenotypic screen, mutant strain inhibition
bCat nuc transl cell count 5 µM – recorded beside bCat nuc transl, whose call it bears; cell count; measured here: cell count, cytotoxicity flag
T cell HTS vesicle-bound % – second read-out of T cell HTS, no call of its own (marks repeat the call); double positive events, %; measured here: CD8+ vesicle-bound cell fraction;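 binding gate set so that unloaded-vesicle control wells show 10% double positive cells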
Myeloid diff 2 GFP+ MAC1+ % – also measured in Myeloid diff 2; calls as there; GFP+ MAC1+ double positive, %; measured here: differentiation confirmed by MAC1 staining
* marks the source's active call; other numbers are inactive results; i = inactive; ? = inconclusive; / = not tested or not shown.

SMILES	RSV antiviral HEp-2	West Nile virus CPE	Large T inhibition	T cell HTS	T cell HTS vesicle-bound %	PhoP inhibition	bCat nuc transl	bCat nuc transl cell count 5 µM	MgcRacGAP inhibition	Myeloid diff 2	Myeloid diff 2 GFP+ MAC1+ %	WT yeast gro inh	WT yeast gro inh mutant strain
Cc1ccc([N+](=O)[O-])cc1NC(=O)c1ccc(-c2ccccc2)cc1	3.3%	-0.1%	2%	i	17	-1%	-0.2	1137	21%	i	0.6	15	24
O=C(Nc1nc(-c2ccccc2)ns1)c1ccncc1	2.4%	0.1%	14%	i	56	-7%	1.6	1268	-12%	i	0.7	/	/
CCc1ccc(NC(=S)N2CCN(C)CC2)cc1	-0.5%	0.3%	11%	i	7	3%	/	/	6%	i	1.1	/	/
CC(C)(C)NS(=O)(=O)c1ccc(CCC(=O)N2CCOCC2)cc1	2.7%	-0.2%	17%	i	62	36%	-0.2	1112	5%	i	0.9	-6	31
Cc1cc(S(=O)(=O)Nc2cc(C)c(O)c(C)c2)c(C)s1	1.8%	-2.0%	16%	i	5	-8%	-0.6	1088	4%	i	4.1	17	20
CCCCC(=O)Nc1ccc2oc(-c3ccncc3)nc2c1	0.2%	-0.8%	3%	i	30	14%	/	/	-4%	i	1.6	-5	-21
Cc1ccsc1C(=O)NNC(=O)C1CCCCC1C(=O)O (centres undefined)	0.2%	0.1%	19%	i	41	-1%	4.0	1040	10%	i	1.0	-11	7
Cc1ccccc1Cn1c(C)cc(C)c(C#N)c1=O	-3.2%	-0.6%	1%	i	38	-8%	0.7	1036	1%	i	0.4	-2	-8
Cc1csc(SCC(=O)c2ccc(S(=O)(=O)N3CCOCC3)cc2)n1	0.6%	0.1%	23%	i	16	-1%	-6.5	1009	13%	i	0.6	8	7
Cc1ccc(N2C(=O)Nc3ccccc3C2(O)C(=O)N2CCN(c3ccccn3)CC2)cc1C (centres undefined)	-0.2%	-0.6%	5%	i	31	1%	-2.2	1137	4%	i	0.2	-7	-2
Cc1cc(C)n(-c2nnc(SCC(=O)NC3CCCC3)c3ccccc23)n1	-0.4%	0.1%	8%	i	36	3%	-1.5	1217	5%	i	2.2	-19	-9
CCc1cc(C(N)=O)c(NC(=O)c2ccc(OC)cc2)s1	4.0%	0.1%	16%	i	44	-5%	0.4	524	8%	i	0.5	3	-6
CCc1cc2ccc(C)cc2nc1SCC(=O)NNC(=O)c1ccco1	2.4%	-1.1%	4%	i	56	3%	1.0	750	8%	i	0.5	2	7
O=C(c1ccc(Cl)cc1)N1CCCC(C(=O)N2CCN(c3ccccc3)CC2)C1 (centres undefined)	-0.1%	-0.3%	11%	i	19	-8%	-0.2	1276	/	i	0.2	/	/
Cc1ccccc1CSc1nc2c(c(=O)[nH]1)CCC2	1.3%	1.1%	0%	i	15	10%	2.0	1152	1%	i	5.3	2	16
CCC(=O)N(c1nnc(SCC(=O)NN2C(=O)NC3(CCC(C)CC3)C2=O)s1)C1CC1 (centres undefined)	1.1%	/	/	i	30	/	/	/	2%	i	0.7	/	/
O=C(N/C(=C\c1cccnc1)C(=O)N1CCCCC1)c1cccc(Br)c1	0.3%	-0.7%	1%	i	30	2%	/	/	2%	i	0.5	/	/
Cc1nc(Nc2ccccc2)sc1C(=O)Nc1ccccc1	11%	-0.7%	9%	i	38	11%	0.9	1179	6%	i	0.3	/	/
O=C(COCC(=O)Nc1cccc(C(F)(F)F)c1)Nc1cccc(C(F)(F)F)c1	2.2%	0.1%	5%	i	30	0%	-0.8	1134	4%	i	1.6	18	15
COc1ccc(CCn2c(C)cc3c(c2=O)C(c2ccc4c(c2)OCO4)C(C#N)=C(N)O3)cc1OC (centres undefined)	3.4%	0.7%	9%	i	36	-10%	3.3	1114	13%	i	0.9	38	34
COc1cc2c(cc1OC)-c1cc(NC3CCCCCCC3)nc(=O)n1CC2	6.9%	0.5%	11%	i	42	4%	-9.2	967	9%	i	1.5	3	8
COc1ccc(C(C(=O)NCc2ccccc2)N(C(=O)c2snc(C(N)=O)c2N)C2CCCC2)cc1 (centres undefined)	2.1%	-1.0%	11%	i	19	-3%	/	/	9%	i	2.2	/	/
O=C(CN1C(=O)C2CCCCC2C1=O)OCC(=O)c1ccc(Cl)s1 (centres undefined)	-0.3%	-0.1%	12%	i	37	-6%	-0.9	1048	9%	i	0.4	1	10
O=C(NCC(c1ccco1)N1CCN(c2ccccc2F)CC1)C(=O)NC1CCCC1 (centres undefined)	-0.3%	/	12%	i	38	-4%	/	/	3%	i	1.0	/	/
COC(=O)c1cnc2c(c(C)nn2C)c1OC	?	1.1%	-1%	i	52	4%	0.3	1267	/	i	0.5	/	/
COc1ccc(N2CCN(C(C)C(=O)N(C)Cc3ccccc3)CC2)cc1 (centres undefined)	0.2%	-0.6%	16%	i	25	3%	/	/	11%	i	0.3	/	/
C=C(C)c1ccc(C(C)(C)NC(=O)N2CCN(C)CC2)cc1	0.8%	0.5%	5%	i	54	13%	-0.7	1239	5%	i	0.4	-1	-11
Cc1ccc(S(=O)(=O)N2CCC(=O)N(C(COCc3ccccc3)Cc3ccccc3)CC2)cc1 (centres undefined)	0.7%	-1.1%	9%	i	25	3%	/	/	11%	i	1.2	49	-3
CC(C)(C)NC(=O)NC(=O)COC(=O)CNS(=O)(=O)/C=C/c1ccccc1	0.6%	0.4%	9%	i	13	3%	-0.6	1175	5%	i	0.6	9	13
Cc1nc2sc(C(N)=O)c(N)c2c2c1CCCC2	12%	0.3%	6%	i	1	-12%	3.9	1203	10%	i	0.2	/	/
O=P(O)(CCCP(=O)(O)CCc1ccccc1)CCc1ccccc1	3.3%	0.3%	/	i	50	/	-2.8	1208	13%	/	/	/	/
Cc1ccc(CN2CCN(c3ncccn3)CC2)o1	-0.3%	-0.1%	9%	i	47	-8%	/	/	3%	i	11	6	9
O=C(Nc1nnc(-c2ccc3c(c2)CCCC3)o1)c1ccccc1	-0.9%	-0.1%	6%	i	50	-10%	0.9	1107	5%	i	2.1	75*	74*
CCOC(=O)CSc1nc2ccccc2c(=O)n1C1CCCC1	0.2%	0.1%	10%	i	32	2%	/	/	5%	i	0.5	-5	6
CC(O)CSc1nc2c(c(=O)n(C)c(=O)n2C)n1CCCc1ccccc1 (centres undefined)	-0.2%	-0.2%	2%	i	32	-5%	2.5	1091	4%	i	3.4	16	4
CCOC(=O)CSc1ccc(C(=O)NCCN2CCOCC2)cc1[N+](=O)[O-]	1.1%	-0.4%	-2%	i	26	-6%	/	/	11%	i	0.3	/	/
Cc1nn(CCC#N)c(NC(=O)c2ccc(Cl)cc2)c1P(=O)(Nc1ccc([N+](=O)[O-])cc1)N1CCOCC1 (centres undefined)	1.2%	-0.5%	16%	i	49	11%	-3.5	1202	5%	i	3.4	-4	-19
CC(C)C(NC(=O)/C(=C\c1ccco1)NC(=O)c1ccco1)C(=O)O (centres undefined)	0.4%	-0.9%	9%	i	21	-4%	/	/	9%	i	0.9	/	/
CCC(=O)N1CCN(c2nc3ccccc3s2)CC1	7.9%	0.4%	6%	i	32	-13%	-14	1193	3%	i	1.0	8	-50
Cc1ccc(-c2cc(C(F)F)n3ncc(C(=O)N4CCc5ccccc5C4)c3n2)cc1	?	-0.5%	2%	i	58	1%	0.3	909	4%	i	0.5	77*	46*

Arranged by value in Myeloid diff 2 GFP+ MAC1+ % (largest number first): 3 from the list above
mol	Myeloid diff 2 GFP+ MAC1+ %
Cc1ccc(CN2CCN(c3ncccn3)CC2)o1	11
COc1ccc(C(C(=O)NCc2ccccc2)N(C(=O)c2snc(C(N)=O)c2N)C2CCCC2)cc1 (centres undefined)	2.2
CCOC(=O)CSc1nc2ccccc2c(=O)n1C1CCCC1	0.5

The list goes on.
SMILES	RSV antiviral HEp-2	West Nile virus CPE	Large T inhibition	T cell HTS	T cell HTS vesicle-bound %	PhoP inhibition	bCat nuc transl	bCat nuc transl cell count 5 µM	MgcRacGAP inhibition	Myeloid diff 2	Myeloid diff 2 GFP+ MAC1+ %	WT yeast gro inh	WT yeast gro inh mutant strain
CSC(=Nc1ccc(Cl)cc1)N[n+]1ccccc1	1.2%	0.0%	10%	i	3	5%	-2.1	533	4%	i	0.7	27	13
Cc1ccccc1Cn1c2ccccc2c2cnn(CC(=O)NCc3ccccn3)c(=O)c21	3.5%	1.1%	9%	i	7	-1%	/	/	10%	i	3.4	/	/
CCOc1ccc(C(=O)Nc2cc(C)on2)cc1OCC	0.6%	0.1%	8%	i	39	0%	0.0	1036	2%	i	0.0	-3	-24
CC(C)C(=O)Nc1ccc2c(c1)C(=O)NC2=O	-0.4%	0.0%	7%	i	54	2%	-0.1	1120	4%	i	0.1	-3	9
CC(OC(=O)Cn1cc(C(F)(F)F)ccc1=O)C(=O)NC(C)c1ccc(Cl)cc1Cl (centres undefined)	0.8%	/	/	i	27	/	/	/	1%	i	0.7	/	/
Cc1cc(C)n2cc(CSc3ccccn3)nc2n1	0.9%	-0.4%	13%	i	11	2%	-6.4	1156	8%	i	0.3	14	-10

Assay outcomes (PubChem BioAssay)
